# High-throughput results as filed in PubChem BioAssay.
# Pemphigus Ab inh: human desmoglein-3 autoantibody binding inhibition. DSG3-coupled beads, scFv-anti-DSG3-GFP binding, flow cytometry; stronger effect = lower value. P32926. binding (percent of control), % at 10 µM. 310,000 tested, 0.48% active;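 active means binding more than 3 SD below its plate's average and above zero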;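 further: hits lower antibody fragment binding to DSG3; some compounds called inactive have numbers as strong as hits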
# E coli growth: reduces bacterial viability in AddAB counter-screen; AID 449728; inhibition, % at 11.9 µM; E. coli V3065 growth, OD600 absorbance, 18 h; 330,000 tested, 0.27% active;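 active means inhibition above the campaign's mean inhibition across all tested compounds plus 3 SD, cut at about 9.9% in these data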;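 further: uninfected addAB+ strain grown without phage in ampicillin broth; 0% = DMSO wells and 100% = ciprofloxacin 0.95 µg/ml wells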
# phage Ecoli inh: E. coli growth loss with phage present. inhibition, % at 11.9 µM. growth absorbance. 360,000 tested, 0.26% active. AID 651602; in the data active means inhibition above about 11%
# MOR-DOR ag: agonists of human mu-delta opioid receptor heterodimerization | P35372+P41143 | activation, % at 9.3 µM | cells, OPRM1-OPRD1 heterodimerization, luminescence | 340,000 tested, 0.3% active; in the data active means activation above about 18%;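 further: 0% = vehicle-treated cells and 100% = reference agonist; values of inactives mirror those of a sister screen read the other way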
# Target sequence (P35372 whole entry, looked up): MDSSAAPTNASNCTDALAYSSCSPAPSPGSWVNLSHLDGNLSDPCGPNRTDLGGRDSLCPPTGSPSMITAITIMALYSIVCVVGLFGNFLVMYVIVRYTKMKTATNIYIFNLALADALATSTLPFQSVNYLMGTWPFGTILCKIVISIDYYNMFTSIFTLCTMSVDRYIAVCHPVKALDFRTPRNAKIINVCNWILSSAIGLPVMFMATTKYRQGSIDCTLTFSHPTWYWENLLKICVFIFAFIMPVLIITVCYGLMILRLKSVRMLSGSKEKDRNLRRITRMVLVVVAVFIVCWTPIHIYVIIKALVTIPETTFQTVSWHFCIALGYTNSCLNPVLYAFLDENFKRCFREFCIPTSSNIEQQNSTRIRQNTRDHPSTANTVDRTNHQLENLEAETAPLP
# Target sequence (P41143 whole entry, looked up): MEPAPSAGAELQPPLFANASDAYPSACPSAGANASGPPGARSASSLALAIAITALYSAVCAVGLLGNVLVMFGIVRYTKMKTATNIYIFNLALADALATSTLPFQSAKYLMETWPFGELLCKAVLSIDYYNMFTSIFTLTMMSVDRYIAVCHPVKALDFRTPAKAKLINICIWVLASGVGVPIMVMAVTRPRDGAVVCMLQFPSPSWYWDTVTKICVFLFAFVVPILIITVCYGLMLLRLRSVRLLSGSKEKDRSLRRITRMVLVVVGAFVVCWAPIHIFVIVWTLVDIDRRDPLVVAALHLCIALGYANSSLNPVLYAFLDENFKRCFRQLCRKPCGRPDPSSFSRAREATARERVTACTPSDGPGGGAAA
# Tat transport: E. coli Tat transport inhibition; E. coli MC4100 TorA-mCherry Tat export, fluorescence; 340,000 tested, 0.036% active; inhibition, % at 10 µM; AID 488895;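 active means mean replicate inhibition at least 50% and at least half of replicates individually reaching 50%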;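 further: exported cargo escapes ClpAP degradation while cytoplasmic cargo is degraded and loses fluorescence; 0% = median of neutral control wells and 100% = median of NaSCN control wells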
# PfHsp90 set2: reduces growth (ATP signal) of yeast expressing P. falciparum Hsp90 | S. cerevisiae expressing PfHsp90, BacTiter-Glo ATP, 48 h; yeast lacking PDR1 and PDR3 efflux regulators | inhibition, % at 9.4 µM | 310,000 tested, 0.32% active;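 active means every replicate shows inhibition above about 80%, whatever the replicate mean, limit read from the data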;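 further: 0% = DMSO neutral controls and 100% = 20 µM radicicol positive controls; yeast relying on Plasmodium falciparum Hsp90 in place of its own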
# MOR-DOR inv ag: inverse agonist of human OPRM1-OPRD1 heterodimerization; cell-based MOR-DOR heterodimer luminescence, inverse agonism; inhibition, % at 9.3 µM; 340,000 tested, 0.21% active; in the data active means inhibition above about 22%, passing the limit was not always enough;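 further: 0% = cells with DMSO and 100% = wells without cells with DMSO; values of inactives mirror those of a sister screen read the other way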
# SUMO Mot1 rescue: SUMOylation pathway inhibition by Mot1-301 growth rescue | 320,000 tested, 1% active | S. cerevisiae Mot1-301 growth rescue, ATP luminescence, 38.5C; percent above DMSO median, 100 means doubled | growth rescue, % at 18.8 µM;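 active means every valid replicate shows activation above 250% relative to neutral control wells; inactive means the rest, any valid replicate at or below 250%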;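 further: OY570 slx delta 5 strain wells were the positive control but not used for scaling; some compounds called inactive have numbers as strong as hits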
# AddAB inh: less growth of phage-infected E. coli with AddAB; 330,000 tested, 0.29% active; E. coli expressing H. pylori AddAB, absorbance growth; inhibition, % at 11.9 µM; in the data active means inhibition above about 12%;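 further: 0% = vehicle wells of infected cells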
# Arrestin-AP2 inh: human beta-arrestin and AP2 interaction inhibition | FITC-arrestin peptide / GST-AP2 beads, flow cytometry; AP2 beta2 appendage carries R879A mutation | inhibition, % at 10 µM | 340,000 tested, 0.31% active;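 active means inhibition above a set limit, near 3 SD of compounds lacking own fluorescence, cut at about 54% in these data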;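 further: plate controls were DMSO wells for no effect and 5 µM unlabelled arrestin peptide for full effect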
#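 Measured by: flow cytometry, FL1 (488/535 nm); Material: AP2 appendage R879A on GSH beads; Evaluation: percent response; Timing: pre-incubation 12 min, peptide binding 1 h, room temperature; Also added: 50 nM FITC-arrestin peptide; Medium: PBS with 0.05% Tween 20 and 0.1% BSA.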
# PKA-R1A activ: activates the PKA-R1A holoenzyme complex; P00514+P68181; PKA-R1A dissociation, Cy5-IP20 fluorescence polarization; scaled: DMSO 0%, 113 µM cGMP 100%; activation, % at 11.4 µM; 340,000 tested, 0.083% active;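 active means percent activation above the mean of all tested compounds plus 3 SD, cut at about 19% in these data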;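 further: higher means more PKAc released from R1A so a rise in polarization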
# * marks the source's active call; other numbers are inactive results; . = not tested or not shown.
SMILES,Pemphigus Ab inh,E coli growth,phage Ecoli inh,MOR-DOR ag,Tat transport,PfHsp90 set2,MOR-DOR inv ag,SUMO Mot1 rescue,AddAB inh,Arrestin-AP2 inh,PKA-R1A activ
CC(=O)c1ccc(NC(=O)CSc2nnc(-c3ccncc3)n2C2CC2)cc1,98,-0.7,0.1,-1.3,-1,.,5,4,-1.3,10,1
Cc1ccc(S(=O)(=O)NCC(C)NC(=O)CN2CCOCC2)cc1 (centres undefined),.,0.4,-0.1,-0.1,-8,4,0,2,0.7,14,-1
C=CC[N+]1(CC#Cc2ccccc2)CCCC1,101,-0.5,4.4,0.9,-7,-6,-5,393*,2.1,-11,5
CC(=O)Nc1cccc(NC(=O)C(C)N2c3cccc4cccc(c34)S2(=O)=O)c1 (centres undefined),.,-2.0,-0.8,1.3,-2,-12,-8,5,4.5,6,2
Cc1ccc(S(=O)(=O)N2CCN(Cc3ccccc3C(F)(F)F)CC2)cc1,105,-0.6,-3.9,-2.6,-5,.,13,4,3.4,14,-6
CC1=CC(C)(C)N(C(=O)CN2C(=O)c3ccccc3C2=O)c2ccc(C)cc21,120,0.4,0.6,1.4,9,18,-8,-7,-1.6,-4,-5
C=CCOC(=O)C1=C(C)OC(N)=C(C#N)C1c1ccco1 (centres undefined),.,-0.7,3.5,0.8,-10,10,-4,0,-1.9,12,4
Cc1ccc(NC(=O)c2ccccc2-c2cc(C)no2)cc1,99,-0.6,4.8,-2.5,5,19,13,317,-2.1,-1,-3
O=C(C1=C[C@@H](C2CCCCC2)C[C@@H](OCc2ccc(CO)cc2)O1)N1CCN(Cc2ccccc2)CC1,94,0.2,1.8,4.1,16,-14,-23,71,0.6,-2,-4
O=C(Nc1ccon1)c1cc2c(s1)CCCCCC2,101,1.5,1.6,-1.1,-10,-20,6,-21,1.9,-6,4
COc1ccc(OCC#CCN2CC(C)OC(C)C2)cc1 (centres undefined),109,-1.1,3.1,0.2,4,-4,-2,66,2.2,2,4
COc1cc(/C=C2\SC(N3CCC(C)CC3)=NC2=O)ccc1O,90,1.6,3.3,-3.0,-11,12,17,-8,-1.3,-2,-6

# Some of the entries above, reformatted:
Molecule: O=C(Nc1ccon1)c1cc2c(s1)CCCCCC2
- Pemphigus Ab inh = 101
- E coli growth = 1.5
- phage Ecoli inh = 1.6
- MOR-DOR ag = -1.1
- Tat transport = -10
- PfHsp90 set2 = -20
- MOR-DOR inv ag = 6
- SUMO Mot1 rescue = -21
- AddAB inh = 1.9
- Arrestin-AP2 inh = -6
- PKA-R1A activ = 4
Molecule: C=CCOC(=O)C1=C(C)OC(N)=C(C#N)C1c1ccco1 (centres undefined)
- Pemphigus Ab inh = .
- E coli growth = -0.7
- phage Ecoli inh = 3.5
- MOR-DOR ag = 0.8
- Tat transport = -10
- PfHsp90 set2 = 10
- MOR-DOR inv ag = -4
- SUMO Mot1 rescue = 0
- AddAB inh = -1.9
- Arrestin-AP2 inh = 12
- PKA-R1A activ = 4

# The results go on:
SMILES,Pemphigus Ab inh,E coli growth,phage Ecoli inh,MOR-DOR ag,Tat transport,PfHsp90 set2,MOR-DOR inv ag,SUMO Mot1 rescue,AddAB inh,Arrestin-AP2 inh,PKA-R1A activ
CCCCN(CCCC)Cc1ccc(N)cc1,96,1.5,1.0,-1.3,1,-14,7,4,2.0,-7,-4
O=C(NCC1CCCO1)c1ccc(COc2ccccc2)o1 (centres undefined),101,1.4,1.6,-0.1,-2,8,0,-6,1.6,26,1
Clc1ccc2nc(C3CCN(Cc4ccccc4)CC3)[nH]c2c1,99,-1.3,0.9,1.1,8,6,-7,6,0.6,31,8
NC(N)=Nc1nc(-c2ccccc2)c2cc(F)ccc2n1,101,0.2,1.3,-1.4,8,-31,7,-3,5.5,-10,0
COc1ccc(CNC(=O)c2ccc3c(=O)n(CCCN4CCCC4=O)c(=S)[nH]c3c2)cc1,109,-1.3,1.1,-2.5,-5,.,12,-33,0.3,25,-8
O=C(Cn1cc(C(F)(F)F)ccc1=O)NCCc1ccc(Cl)cc1Cl,102,-0.3,3.7,-2.2,11,-16,11,8,5.0,-9,11
CC(=O)N1CCc2c(sc(NC(=O)Cc3ccccc3)c2C(N)=O)C1,95,1.0,-0.4,-0.3,-4,18,2,91,1.9,20,0
COc1ccc(NC2=NCCCCC2)cc1,115,1.4,0.7,-0.4,-11,-8,2,-10,4.1,1,3
O=C(/C=C/c1ccco1)N1CCN(C/C=C/c2ccccc2)CC1,100,-2.7,0.9,-2.2,-5,-21,12,-8,1.5,4,6
CCN(CC)S(=O)(=O)c1cccc(N=NC2=C(O)CCCC2=O)c1,100,0.2,3.9,-1.6,-5,7,10,4,1.8,5,1
O=C(CSc1nccn1Cc1ccco1)Nc1ccccc1,.,1.2,3.0,-2.1,-14,-2,11,223,1.1,-10,-4
CCN(CC)S(=O)(=O)c1ccc(N2CCOCC2)c(NC(=O)COc2ccc(C#N)cc2)c1,99,2.2,-0.7,-3.1,1,-12,17,.,1.0,9,-5
COC(=O)C1=CN(c2ccc(Cl)cc2)C=C(C(=O)OC)C1c1ccc([N+](=O)[O-])cc1,103,.,-2.3,-3.9,1,-22,21,-2,.,-5,-18
CCN(CC)S(=O)(=O)c1cccc(C(=O)NN2Cc3ccccc3C2=N)c1,85,-2.5,2.1,-0.9,8,-12,6,27,2.3,9,-5
Cc1ccc2c(c1)/C(=N/O)CCS2,104,-0.3,4.0,-1.1,-1,-11,6,.,0.3,-2,3
C[C@H](CO)N1C[C@H](C)[C@@H](CN(C)C(=O)Nc2ccc3c(c2)OCO3)Oc2c(NC(=O)C3CC3)cccc2C1=O,98,0.9,2.4,-0.1,18,-6,0,.,6.4,44,-1
COc1ccc(N(CC(=O)Nc2cc(OC)ccc2OC)S(=O)(=O)c2c(C)nn(C)c2C)cc1,98,0.1,1.3,-0.7,3,3,4,-4,0.2,6,-4
Cc1cc(Sc2nc(N(C)C)nc(N(C)C)n2)nc(Cl)n1,110,-1.8,0.8,-0.3,0,-13,2,5,-0.2,1,-1
CC(C)Oc1cccc(C(=O)C2CCCN(C(=O)c3ccoc3)C2)c1 (centres undefined),120,0.1,0.5,-2.7,5,.,13,66,0.5,-10,-13
COc1ccc(CCn2c(=N)c(C(=O)NCC3CCCO3)cc3c(=O)n4ccccc4nc32)cc1 (centres undefined),92,1.6,-0.6,-4.1,2,22,21,8,2.4,8,12
COc1cc(/C=C2\CC(C(C)(C)C)C/C(=C\c3cc(OC)c(OC)c(OC)c3)C2=O)cc(OC)c1OC (centres undefined),101,-1.6,-2.1,-1.1,6,-1,5,-21,-3.4,0,13
O=C(c1ccccc1)c1ccc(C(=O)N2CCN(c3ccc(F)cc3)CC2)o1,105,0.8,3.0,-0.4,6,-21,2,-7,1.2,28,-2
COc1ccc(CNc2ccc([N+](=O)[O-])cn2)cc1,132,-1.8,-0.5,3.0,-3,-9,-14,379,3.7,13,-3
O=C(Nc1ncc(C(F)(F)F)cc1Cl)C1COc2ccccc2O1 (centres undefined),102,1.6,4.4,-2.0,0,-15,9,-1,2.9,35,-7
CCOC(=O)CN1C(=N)N(c2nc(NC(C)C)nc(OC)n2)CC1=O,104,2.7,1.1,-0.2,-8,4,1,-1,5.5,13,-14
CC1(C)CC2(CCO1)OC(=O)CC2C(=O)NCCc1ccccc1 (centres undefined),104,0.2,2.3,-2.1,-2,9,13,-17,1.6,1,0
Cc1nc2ccc(N)cc2s1,107,0.9,0.0,-0.3,9,-2,2,-7,3.4,0,1
CCCc1cc(=O)[nH]c(SCC(=O)NC)n1,100,-2.1,2.3,-0.3,4,-3,1,0,-1.8,-10,-1
O=C(CSc1nc2ccccc2c(=O)n1CC1CCCO1)Nc1ccc(F)cc1 (centres undefined),89,-1.1,-0.4,1.0,7,10,-7,2,2.1,-5,-4
CN(C)c1ccc(-c2nnn(CC(=O)Nc3ccc4c(c3)OCCO4)n2)cc1,99,2.9,3.2,-0.1,-4,3,1,256,2.5,12,-1
CCOC(=O)c1c(SCC(=O)Nc2nccs2)nc(C)c(C)c1C,102,.,2.6,-0.6,-6,7,2,4,.,41,6
COc1cc(C(=O)NCCCNC(=O)c2cc(OC)c(OC)c(OC)c2)cc(OC)c1OC,90,1.1,1.0,.,.,.,.,-4,0.2,6,.
Cn1c(SCCN2CCCCC2)nnc1-c1ccccc1Br,97,1.7,2.3,-0.9,7,2,5,0,2.5,2,-10
Cc1cccn2c(=O)nc(SCC(=O)NCCc3ccccc3)nc12,98,0.9,-0.4,-1.8,-3,-2,10,-4,0.4,2,-2
CC1C(=O)CCC1(C(=O)O)c1ccccc1 (centres undefined),99,1.3,2.9,-2.1,4,5,9,-16,2.7,8,-20
CCn1c(SCC(=O)NC2CCCC2)nnc1C(C)NC(=O)c1ccccc1F (centres undefined),107,1.6,-0.5,0.2,19,10,-1,-20,0.8,-13,13

# Results in PfHsp90 set2, for 4 of the compounds above:
smiles	PfHsp90 set2
Cc1nc2ccc(N)cc2s1	-2
CCCc1cc(=O)[nH]c(SCC(=O)NC)n1	-3
O=C(CSc1nc2ccccc2c(=O)n1CC1CCCO1)Nc1ccc(F)cc1 (centres undefined)	10
CN(C)c1ccc(-c2nnn(CC(=O)Nc3ccc4c(c3)OCCO4)n2)cc1	3

# Going on with the list:
SMILES,Pemphigus Ab inh,E coli growth,phage Ecoli inh,MOR-DOR ag,Tat transport,PfHsp90 set2,MOR-DOR inv ag,SUMO Mot1 rescue,AddAB inh,Arrestin-AP2 inh,PKA-R1A activ
CCOC(=O)c1c(C)[nH]c(C(=O)CN2C(=O)NC(C)(c3ccc(C)cc3)C2=O)c1C (centres undefined),103,-4.7,0.8,0.7,-80,.,-4,194,-0.3,-3,-1
COc1cccc(N=C2CC(C)(C)CC(=O)/C2=C(/O)c2ccccc2)c1,93,1.7,4.1,-0.4,-3,-23,2,158,3.4,-17,-4
Cc1ccc(C(=O)N2CCC(C)CC2)cc1NC1=NC2CS(=O)(=O)CC2S1 (centres undefined),97,-2.4,1.0,-0.5,10,34,3,-10,-0.5,-6,-4
Cc1ccc(CS(=O)(=O)c2ncc(Cl)c(C(=O)Nc3ccc(OC(F)F)cc3)n2)cc1,126,0.3,-0.6,-1.2,0,-13,6,166,2.4,3,0
CN(C)CC(c1ccccc1)c1ccccc1,94,-0.7,-0.1,.,.,.,.,5,2.2,18,.
COc1ccc(OC2OC3COC(C)(C)OC3C(O)C2NC(C)=O)cc1 (centres undefined),.,-0.6,2.1,-3.0,8,-1,14,13,1.0,16,6
